High-throughput results from PubChem.
TCR CD3 inh: inhibitors of human TCR-CD3 interaction; TAMRA-labeled TCR probe fluorescence, biochemical; inhibition, % at 9.4 µM; hit rate 0.37% among 360,000; AID 651800; in the data active means inhibition above about 19%;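 further: recombinant mutant TCR 2C K166C tagged with TAMRA read by polarization; 0% = receptor in buffer alone and 100% = receptor with positive control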
MBD2 DNA inh: inhibitors of human MBD2 binding to methylated oligonucleotide | inhibition, % at 4.4 µM | TR-FRET | Q9UBB5 | hit rate 0.31% among 370,000; in the data active means inhibition above about 13%
Rev-erbA mod: modulates human Rev-erb alpha binding to DNA | P20393 | Rev-erbα–FITC-DNA binding, fluorescence polarization, 90 min | activity, % at 10 µM | hit rate 0.79% among 370,000;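 active means activity above about 14%, limit read from the data; passing the limit was not always enough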;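 further: 0% = DMSO wells with 35 nM protein and 100% = DMSO wells with 750 nM protein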
LEDGF integ inh: blocks HIV-1 LEDGF/p75-dependent DNA integration; inhibition, % at 3.7 µM; hit rate 0.64% among 370,000; AID 743269; TR-FRET IN-LEDGF/p75 DNA integration, Eu/Cy5;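 active means inhibition above the screen-wide mean plus 3 SD, cut at about 13% in these data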;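 further: signal is the Cy5 over europium emission ratio at 671 and 618 nm; 0% = plate median of compound wells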
mABHD4 FP: ABHD4 (mouse) inhibition, primary FP screen; inhibition, % at 8.92 µM; hit rate 0.54% among 370,000; purified mABHD4, FP-Rh probe fluorescence polarization; Q8VD66; AID 720543;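 active means inhibition exceeding the mean over every tested compound plus 3 SD, cut at about 30% in these data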;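 further: 0% = plate median of compound wells and 100% = S159A mutant with DMSO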
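Test system: mABHD4 protein; Read-out basis: % inhibition; Incubation: 45 min + 60 min at 25 °C; Repeats: single replicate; Technique: fluorescence polarization with parallel and perpendicular emission, 525/598 nm; Compound: 8.92 µM, single dose; Benchmarks: full inhibition S159A mutant plus DMSO, zero as sample-well median.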
UHRF1 MBD2 ctr: human UHRF1 methylated DNA binding inhibitors; hit rate 0.75% among 370,000; inhibition, % at 4.4 µM; AID 687016; UHRF1 binding to methylated oligo, TR-FRET; in the data active means inhibition above about 21%;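 further: UHRF1 SRA domain binding a hemimethylated CpG hairpin DNA probe; 0% = median of test compound wells and 100% = reference inhibitor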
Target sequence (Q96T88 whole entry, looked up, the tested form may be a part): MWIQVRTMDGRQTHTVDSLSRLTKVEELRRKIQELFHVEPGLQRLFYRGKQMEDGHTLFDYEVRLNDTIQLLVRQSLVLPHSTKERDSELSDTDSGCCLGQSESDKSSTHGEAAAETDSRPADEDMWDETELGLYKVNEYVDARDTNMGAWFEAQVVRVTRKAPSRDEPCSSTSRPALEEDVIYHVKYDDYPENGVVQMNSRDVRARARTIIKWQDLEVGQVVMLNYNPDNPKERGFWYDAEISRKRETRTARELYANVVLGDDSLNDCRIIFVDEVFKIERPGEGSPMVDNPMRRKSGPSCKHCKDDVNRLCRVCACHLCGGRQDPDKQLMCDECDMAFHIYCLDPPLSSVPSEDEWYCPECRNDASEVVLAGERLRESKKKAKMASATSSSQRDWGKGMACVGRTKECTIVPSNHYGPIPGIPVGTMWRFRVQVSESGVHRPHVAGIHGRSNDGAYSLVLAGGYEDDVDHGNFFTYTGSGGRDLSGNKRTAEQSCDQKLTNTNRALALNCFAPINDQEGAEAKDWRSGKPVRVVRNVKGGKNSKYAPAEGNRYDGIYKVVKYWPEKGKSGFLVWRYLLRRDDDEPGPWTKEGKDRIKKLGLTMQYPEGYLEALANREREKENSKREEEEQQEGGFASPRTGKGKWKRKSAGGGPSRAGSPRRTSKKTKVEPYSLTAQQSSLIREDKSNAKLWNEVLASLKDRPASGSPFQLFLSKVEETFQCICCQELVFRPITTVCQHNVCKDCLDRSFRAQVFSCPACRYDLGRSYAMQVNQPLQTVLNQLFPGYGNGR
HTRA1 inh: blocks human HTRA1 serine peptidase; recombinant HTRA1, FP-rhodamine activity-based probe, fluorescence polarization; inhibition, % at 5.96 µM; hit rate 0.5% among 340,000; AID 504803; in the data active means inhibition above about 36%;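 further: 0% = enzyme with DMSO and 100% = wells lacking enzyme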
PG9 Ab binder: binds the HIV-1 gp120 antibody PG9; hit rate 0.43% among 360,000; AID 624416; TR-FRET gp120-PG9 antibody binding; inhibition, % at 6.7 µM; in the data active means inhibition above about 8.5%
PRMT1 FP inh: blocks human protein arginine methyltransferase 1. Q99873. recombinant PRMT1, activity-based probe fluorescence polarization. inhibition, % at 2.79 µM. hit rate 1.3% among 370,000. AID 652257;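 active means inhibition above about 21% made by adding two undisclosed values, limit read from the data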
rCAG RNA binder: molecules binding r(CAG) RNA repeats. r(CAG) RNA repeat, TO-PRO-1 dye displacement fluorescence. inhibition, % at 3 µM. hit rate 1.3% among 370,000. AID 651821;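 active means inhibition above the plate cutoff, the mean of all test compounds on that plate plus 3 SD, cut at about 35% in these data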;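 further: 0% = DMSO alone and 100% = 100 µM mitoxantrone as full dye displacement; higher means more dye released from RNA so lower well fluorescence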
The depositor's hits bear a star; x = no result given; & = joins results of further samples. Some of the compounds tested; the hit share may differ from the screen's.

Order of results – TCR CD3 inh	MBD2 DNA inh	Rev-erbA mod	LEDGF integ inh	mABHD4 FP	UHRF1 MBD2 ctr	HTRA1 inh	PG9 Ab binder	PRMT1 FP inh	rCAG RNA binder
- COc1cc2c(cc1NC(=S)NC(=O)c1c(OC)cccc1OC)oc1ccccc12
  0	3	5	0	-3	4	-20	0.4	1	2
- O=C(CSCc1cccs1)N1CCCC1
  10	-2	-1	-2	3	0	1	-0.4	2	6
- O=C(c1cc(C2CC2)on1)N1CCCC(N2CCN(c3ccc(F)cc3)CC2)C1 (configuration not stated)
  5	0	-2	3	-3	0	0	-0.7	-1	-9
- COc1ccc(C(C(=O)NC2CCCC2)N2CCc3ccccc32)cc1 (configuration not stated)
  -6	-2	3	2	-9	-3	1	12*	-1	8
- CCN(C(=O)CSc1nc(C)cc(=O)[nH]1)C1CCCCC1
  4	-5	3	3	-4	-2	3	-1.0	0	1
- O=C(CSc1ccc(-c2cccnc2)nn1)Nc1ccc(F)c(F)c1
  5	-1	-1	-2	-8	-1	-2	-1.1	0	1
- CC(C)Oc1cccc(C(=O)NC(=S)Nc2ccccc2N2CCOCC2)c1
  -1	1	-3	-4	4	-1	-6	-1.8	0	-3
- CSc1ccccc1NC(=O)CCc1ccccc1
  8	-1	3	-2	-3	-1	-4	0.7	-8	-5
- COc1ccc(OC)c(C(=O)c2ccc(C(=O)c3cc(OC)ccc3OC)cc2)c1
  0	1	1	1	7	3	1	-1.6	2	1
- O=CN1CCN(C=O)C(O)C1O (configuration not stated)
  -3	5	1	-2	5	2	2	-3.2	-1	0
- CCOC(=O)c1cnc(Nc2nc3ccccc3o2)nc1C
  -8	0	4	-7	-1	-1	-1	0.9	2	-1
- Cc1noc(C(F)(F)F)c1C(=O)NNC(=O)c1ccccc1
  -4	4	4	-2	2	1	6	0.5	3	-2
- C/C(=N/N1CCN(c2ccccn2)CC1)c1ccc([N+](=O)[O-])cc1
  1	-5	2	2	-1	-3	8	-1.8	0	-6
- CCc1cc2c(SCC(=O)Nc3ccc(Cl)cn3)ncnc2s1
  8	-5	8	-5	0	9	-3	2.2	-1	3
- COC(=O)N(C)C[C@H]1OCc2cnnn2CCCC(=O)N([C@H](C)CO)C[C@H]1C
  0	3	-5	3	-5	4	2	-1.0	-4	0
- Nc1nonc1-n1nnc(C(=O)N/N=C/c2ccc3c(c2)OCO3)c1CSc1ccccc1
  -3	-1	-4	-6	3	2	-3	-0.9	4	9
- CCCNC(=O)Nc1ccccc1C(=O)Nc1ccc(OC)cc1
  11	0	0	-1	-2	-2	-2	-2.5	1	-3
- COc1ccc(N2CCN(C(=O)c3ccc4c(=O)n5c(nc4c3)CCCCC5)CC2)cc1
  3	0	2	-5	3	-1	-6	-0.9	6	2
- COc1ccc2nc(NC(=O)CSc3nnc(C)s3)sc2c1
  -2	-4	0	1	-1	-3	1	0.6	-3	3
- O=c1nc(-c2ccccc2)c2cc(Cl)ccc2[nH]1
  4	3	-5	1	-1	0	-4	1.4	-2	1
- O=C(NCc1ccc2c(c1)OCO2)c1cccc(C(=O)NCc2ccc3c(c2)OCO3)c1
  -1	0	0	1	-7	-2	-14	3.5	3	1
- O=C(O)CNS(=O)(=O)c1ccc(C2CCCCC2)cc1
  -4	-4	-2	2	0	0	8	2.3	3	3
- Cn1c(-c2ccccc2)cc(=NNS(C)(=O)=O)c2cc(S(=O)(=O)O)ccc21
  -1	0	7	2	6	0	5	-3.6	4	2
- Cc1nc(-c2ccc(S(=O)(=O)Nc3cc(F)ccc3F)cc2)co1
  -3	4	6	-5	-1	3	0	-0.1	2	8
- O=C(Nc1ccc(-c2nc3ccccc3[nH]2)cc1)c1ccccc1NS(=O)(=O)c1ccc(F)cc1
  14	2	6	3	-114	0	-116	-0.9	-2	92*
- Cn1cnnc1SCc1nnc(-c2ccccc2Br)o1
  7	-1	3	-1	9	-2	-2	1.0	0	3
- COc1ccc(NC(=O)c2cc(-c3cc(Cl)ccc3C)n[nH]2)cn1
  -2	-2	7	1	-22	1	x	0.4	4	3
- Cn1c(Cc2ccccc2)nnc1SCC(=O)N1CCN(c2ccccc2)CC1
  8	4	9	0	2	-1	3	0.1	1	-10
- COc1cc(/C=C/CO)ccc1O[C@@H]1O[C@H](CO)[C@@H](O)[C@H](O)[C@H]1O
  -13	3	-3	-2	-4	0	6	-2.7	12	3
- Cc1ccccc1NC(=O)COC(=O)c1cc(S(=O)(=O)N2CCOCC2)ccc1C
  -3	-2	-1	-4	0	-4	-5	1.3	3	0
- CC(Oc1ccc(C(C)(C)C)cc1)c1ccnc2nc(/N=C/N(C)C)nn12 (configuration not stated)
  6	2	-3	2	-30	-7	0	-0.2	-1	-5
- Fc1ccc(-c2[nH]ncc2-c2nnnn2-c2ccccc2)c(F)c1
  4	-1	-4	-1	-1	-1	4	-1.5	-2	-2
- CCOc1ccc(Br)cc1S(=O)(=O)Nc1ccc(C(=O)OCC(=O)Nc2ccc(C#N)cc2)cc1
  33*	-1	3	-6	-16	3	-64	-0.8	-1	15
- CCOC(=O)N1CCN(C(=O)c2ccc3c(=O)n(Cc4ccccc4)c(=S)[nH]c3c2)CC1
  5	-2	2	2	-2	-1	-8	-1.6	-4	1
- CC(=O)c1cccc(S(=O)(=O)Nc2cccc(S(=O)(=O)NC3=NCCC3)c2)c1
  4	3	-2	0	2	1	2	-1.4	0	0
- COc1ccc2c(CN3CCCCC3)cc(=O)oc2c1
  -2	8	1	-1	3	21*	x	-0.2	0	0
- CCN1CCN(C(=S)Nc2cccc([N+](=O)[O-])c2)CC1
  -1	-5	-4	-1	1	-2	-5	-1.3	-1	1
- O=C(c1cc2cc(F)ccc2[nH]1)N1CCN(c2ccc(F)cc2)CC1
  -2	3	-6	-3	1	-1	-1	-1.4	-2	0
- O=C(c1cc(C2CC2)nn1-c1ccccc1)N1CCN(S(=O)(=O)c2ccccc2)CC1
  -3	4	-1	-1	-2	-1	0	0.8	0	-2
- CCOc1ccc(C2=CS/C(=C(\C#N)c3nnc4n3CCCCC4)N2CC)cc1
  6	-1	6	0	-1	1	4	-1.6	4	-7
- O=C(COc1ncnc2ccccc12)NCCc1ccccc1
  -3	-5	-1	4	-9	3	3	0.5	-2	2
- CCc1nnc(SCC(=O)Nc2ccc3ccccc3c2)n1N
  -1	-3	-1	5	3	-1	-3	-0.2	-2	3
- COc1cc(/C=N/NC(=O)c2ccc(CN3C(=O)c4cccc5cccc3c45)cc2)cc(OC)c1O
  0	2	4	2	14	0	-3	-1.0	2	15
- COc1ccc(CCNC(=O)CSc2nc(C)cs2)cc1
  7	3	-3	-2	8	-1	2	-0.2	0	0
- COc1cccc(OCc2cc(/C=N/n3cncn3)ccc2OC)c1
  -2	-3	-1	2	-7	-1	-41	-0.4	-5	7
- COC(=O)C1=C(C)N(Cc2ccc(C(F)(F)F)cc2)C(=NCc2ccc3c(c2)OCO3)NC1c1cccc(Cl)c1 (configuration not stated)
  1	2	2	-1	29	-3	x	1.7	-1	6
- COc1ccc(NC(=O)CSc2nnc(CNC(=O)COc3ccc(Cl)cc3)o2)cc1
  0	-2	-2	-3	-5	1	-6	0.2	-3	0
- c1ccc(COc2ccc(OCCCCN3CCCCC3)cc2)cc1
  7	3	-4	-1	15	-3	0	-2.0	1	1
- Cc1noc(C)c1CSCC(=O)N(C)CC(=O)Nc1ccc(Cl)cc1
  1	5	2	-4	-5	5	-1	-0.1	6	-1
- Cc1ccc(OCC(=O)c2c[nH]c3ccccc23)c([N+](=O)[O-])n1
  4	2	7	8	-10	0	-11	-4.2	-1	12
- CC1(C)Cc2c(sc(/N=C/N3CCCCC3)c2C#N)C(C)(C)N1
  2	1	2	-1	-35	-2	4	-0.3	1	-7
- CCN=C1SC(C(=O)Nc2ccccc2)CC(=O)N1CC (configuration not stated)
  -4	-1	-1	-2	-1	0	-9	1.1	-2	-5
- Cc1noc(C)c1C(=O)OC(C)C(=O)Nc1ccc(C(N)=O)cc1 (configuration not stated)
  0	1	2	-3	-2	1	-2	0.3	5	0
- Cc1ccc(NS(=O)(=O)c2ccc3c(c2)CCC(=O)N3)cc1C
  -10&1	5&-7	-4&0	-5&3	4&-2	0&-2	0	-0.2&-0.3	1&0	2&2
- CCOC(=O)NNS(=O)(=O)c1cc(Br)ccc1Br
  0	5	0	-1	-1	4	6	-3.0	2	1
- Cc1ccc(N(CCC#N)C(=O)CSc2nnc3ccccn23)cc1
  2	2	2	3	2	2	10	-1.7	2	0
- NC(=S)Nc1ccc(S(=O)(=O)c2ccc(NC(N)=S)cc2)cc1
  -4	-3	-4	7	-5	0	-2	-2.0	-4	3
- c1ccc(CNc2cncnc2)cc1
  8	2	2	-4	0	7	-3	2.2	4	6
- CCc1ccc(NC(=O)COC(=O)/C=C/c2ccco2)cc1
  -4	4	-1	27*	-9	25*	-6	-0.9	28*	16
- O=C(COc1cccc2c1CCN(Cc1ccccc1)C2=O)NCc1ccco1
  12	-2	-3	0	-7	2	-2	1.2	0	3

(more compounds)
Order of results – TCR CD3 inh	MBD2 DNA inh	Rev-erbA mod	LEDGF integ inh	mABHD4 FP	UHRF1 MBD2 ctr	HTRA1 inh	PG9 Ab binder	PRMT1 FP inh	rCAG RNA binder
- COc1ccc(CCN2C(=O)C3C4CC(C5C(C(N)=O)=NOC45)C3C2=O)cc1OC (configuration not stated)
  2	2	3	1	0	-4	-5	0.4	-1	-2
- COC(=O)C1=CC(=O)N2CCN=C2S1
  -2	1	2	-3	7	-2	x	-1.4	0	3
- O=C(/C=C/c1ccccc1[N+](=O)[O-])NCCN1C(=O)S/C(=C\c2ccc(F)cc2)C1=O
  -2	-2	-6	-5	8	1	-5	-4.5	8	-1
- CN(C)CCn1c2c(c(SCC(=O)Nc3ccc4c(c3)OCCO4)nc1=O)CCC2
  -10	2	1	3	0	2	3	-0.9	-4	-8
- C[C@H]1CN([C@@H](C)CO)C(=O)c2cccc(NS(=O)(=O)c3ccc(F)cc3)c2O[C@H]1CN(C)Cc1ccc(Cl)c(Cl)c1
  9	3	1	0	-18	0	-21	-0.4	1	2
- C=CCSc1nnc(N2C(=O)C(O)=C(C(=O)c3ccco3)C2c2ccccc2F)s1 (configuration not stated)
  -7	1	-5	1	1	0	-14	-0.6	27*	25
- CCCCCCCCN1C(=O)[C@@H](CC(=O)N2CCCCC2)C[C@@]2(C(=O)OC)C1=C[C@H](C(C)C)O[C@@H]2C1CC1
  x	0	2	0	6	1	x	x	1	6
- Clc1ccc2[nH]cc(-c3nnnn3-c3ccc4ccccc4c3)c2c1
  1	0	5	-1	-47	-2	-49	0.0	0	19
- CCOc1ccc(N(C(=O)Cn2nnc3ccccc32)C(C(=O)NC(C)(C)CC)c2cccn2C)cc1 (configuration not stated)
  -2	3	1	1	9	0	-6	-1.0	1	-1
- CCOC(=O)c1oc2nc3c(cc2c1N)CCCC3
  0	-6	1	0	-10	0	x	-0.5	1	0
- CC(C)(C)C(=O)N1CCC[C@]2(CC[C@H](CCC#N)O2)C1
  x	1	2	-1	1	0	x	x	0	2
- Cc1nn(Cc2ccccc2)c(Cl)c1/C=C1\NC(=S)NC1=O
  -7	1	3	-4	-4	-3	-4	-1.7	8	2
- O=C(Nc1cccc(-c2nnc(-c3ccco3)o2)c1)C(c1ccccc1)c1ccccc1
  18	0	-5	-2	-12	-1	-100	-0.2	-3	14
- Cc1ccc(CCNC(=O)C2=CCN(S(=O)(=O)c3ccccc3)CC2)cc1
  -5	-1	7	-3	3	1	-1	-1.1	1	-2
